RNase H inhibition: RNase H inhibition, HIV 1 Gag Pol polyprotein, FRET biochemical assay, screening (AID 372) | HIV-1 RT RNase H, FRET RNA/DNA substrate fluorescence; higher % means a stronger effect | one-dose inhibition, % at 10 µM; IC50 in µM for titrated hits | 0.77% of 100,000 active; in the data active = inhibition above about 50%
* hit, by the source's call. Some of the compounds tested. The share of hits here may be higher or lower than overall.

Molecule,RNase H inhibition
COc1ccc(/C=N/NC(=O)c2ccc(OC3OCCOC3Oc3ccc(C(=O)N/N=C/c4ccc(OC)cc4)cc3)cc2)cc1 (stereo not drawn),14%
CC(=O)c1cc2cc(Br)ccc2oc1=O,20%
Cc1ccc(C)c(NCC(=O)Nc2c(C)cccc2C)c1,5%
CC(=O)C1=C(C)NC(SCC=C(C)C)=C(C#N)C1c1sccc1C (stereo not drawn),8%
O=C1C(=O)N(c2ccc([N+](=O)[O-])cc2)C(c2ccccc2)/C1=C(\O)c1ccccc1 (stereo not drawn),0%
O=C(CSc1nc2ccccc2c(=O)n1C1CCCC1)c1ccc(Cl)cc1,11%
Cc1ccc2nc(-c3ccc(N=Cc4ccc(OCc5ccccc5)cc4)cc3)sc2c1,10%
C=CCc1ccc(OCCOc2ccc(/C=C3\SC(=S)NC3=O)cc2OC)c(OC)c1,20%
COc1ccc(NC(=O)COc2ccc(Cl)cc2)cc1Cl,22%
Cc1ccc(OCC(=O)Nc2ccc([N+](=O)[O-])cc2)c(C)c1,5%
Cn1c(=O)cc2c3c(c(Nc4cccc(Cl)c4)ccc31)C(=O)c1ccccc1-2,14%
COc1ccc(-n2nc3cc(C)c(NC(=O)c4ccco4)cc3n2)cc1,11%
O=C(N/N=C/c1ccccc1O)c1ccccc1Nc1ccccc1,10%
COc1ccccc1C(O)c1cnc(C(C)C)n1C (stereo not drawn),6%
Cc1cc(-c2ccc(C)o2)c(C#N)c(=S)[nH]1,3%
COc1ccc(S(=O)(=O)N(CCc2ccccc2)CC(=O)NCc2ccc(Cl)cc2)cc1,7%
CCOc1ccc(S(=O)(=O)Nc2cc3c(c4ccccc24)OC2(C3)N(C)c3ccccc3C2(C)C)cc1 (stereo not drawn),4%
Cc1c(Cl)cccc1NC(=O)CCC(=O)NNC(=O)c1ccc(-c2ccccc2)cc1,5%
COc1ccc(C2SCC(=O)N2c2c(C)n(C)n(-c3ccccc3)c2=O)cc1 (stereo not drawn),1%
C#CCOc1cc(Br)c(/C=C2\C(=O)NC(=O)N(c3ccc(Cl)cc3)C2=O)cc1OC,11%
NS(=O)(=O)c1ccc(NC(=O)COc2ccc3ccccc3c2)cc1,22%
C=CCNC(=O)c1cc(OC)c(OC)c(OC)c1,8%
COC(=O)c1sc(NC(=O)c2cc(-c3cccc(Br)c3)nc3ccccc23)c(C(=O)OC)c1C,4%
CCOc1ccc(C(N)CC(=O)O)cc1 (stereo not drawn),5%
c1ccc2c(c1)c1ccccc1c1nc3c4ccccc4c4ccccc4c3nc21,0%
Cc1ccc(-n2nc(C)c3c(=O)oc(C)cc32)cc1,7%
COC(=O)N=NC(=O)c1ccc(-n2c(O)c3ccccc3c2O)cc1,0%
Cc1c(NC(=O)c2cccc([N+](=O)[O-])c2)cccc1-c1nc2ncccc2o1,7%
O=C(NNc1ccc([N+](=O)[O-])cc1)c1ccc(Cl)cc1,0%
COc1ccc(NC(=O)C2CCCN(Cc3ccccc3)C2)cc1OC1CCCC1 (stereo not drawn),13%
CCCOC(=O)C1=C(C)NC2=C(C(=O)CCC2)C1c1cc(Br)ccc1OC (stereo not drawn),16%
CCOc1ccc(C(=O)NCCNc2ccc(Cl)cc2[N+](=O)[O-])cc1Br,0%
Nc1ccc(C(=O)N/N=C/c2ccccc2Cl)cc1,8%
COc1cccc(NC(=O)c2cc(Br)ccc2OC)c1,8%
COc1ccccc1/C=C1/SC(=S)N(CCC(=O)Nc2nnc(C)s2)C1=O,10%
CCOC(=O)C1=C(C)NC(SCC(N)=O)=C(C#N)C1c1cccc([N+](=O)[O-])c1 (stereo not drawn),48%
COC(=O)CN(c1ccccc1Cl)S(C)(=O)=O,6%
Cc1ccc(O)c(NC(=O)c2ccc(Cl)cc2)c1,2%
O=C(N/N=C/c1ccc(F)cc1)c1sc2ccccc2c1Cl,5%
Cc1ccc([N+](=O)[O-])cc1NC(=O)CCCOc1ccccc1,7%
CC1(C)CC(=O)C(C=Nc2cc(Cl)cc(Cl)c2)=C(O)C1,2%
COc1cc(NC(=O)c2ccc(C(C)(C)C)cc2)ccc1NC(=O)c1cc2ccccc2o1,7%
CNC(=O)CN(c1ccc(OC)cc1OC)S(C)(=O)=O,9%
Cc1oc(C)c(C(=O)O)c1COc1ccc(C(=O)O)cc1,1%
COC(=O)c1ccc(/C=N/NC(=O)C(=O)Nc2ccc(F)cc2)cc1,6%
COc1ccccc1/C=C1\C(=O)NC(=O)N(C)C1=O,6%
CCc1cccc(C)c1NC(=O)c1cc(-c2ccccc2)nc2ccccc12,14%
COc1ccccc1C(=O)Nc1ccc(C)cc1Br,7%
Cc1ccc(NC(=S)NCCOc2cccc3ccccc23)c(C)c1,47%
CCc1ccc(OCCNc2cc(NCC(C)O)ccc2[N+](=O)[O-])cc1 (stereo not drawn),18%
O=C(O)c1c[nH]c2ccc(Cl)cc2c1=O,9%
CC(C)(C)N1C(=O)NC(=O)C(=Cc2ccc(Br)s2)C1=O,0%
Cc1ccc(N2C(=N)SCC2=O)cc1Cl,0%
COc1ccc(N2C(=O)NC(=O)/C(=C\c3cc(C)n(-c4ccc(C(=O)O)c(Cl)c4)c3C)C2=O)cc1,7%
COc1ccc(OC)c(/C=C2/C(=O)NC(=O)N(c3ccccc3F)C2=O)c1,2%
Cc1ccc(O)c(C=Nc2c(C)nn(C)c2C)c1,0%

Of the compounds above, these have four or more nitrogen atoms.
Molecule,RNase H inhibition
COc1ccc(/C=N/NC(=O)c2ccc(OC3OCCOC3Oc3ccc(C(=O)N/N=C/c4ccc(OC)cc4)cc3)cc2)cc1 (stereo not drawn),14%
COc1ccc(-n2nc3cc(C)c(NC(=O)c4ccco4)cc3n2)cc1,11%
Cc1c(NC(=O)c2cccc([N+](=O)[O-])c2)cccc1-c1nc2ncccc2o1,7%
COc1ccccc1/C=C1/SC(=S)N(CCC(=O)Nc2nnc(C)s2)C1=O,10%
CCOC(=O)C1=C(C)NC(SCC(N)=O)=C(C#N)C1c1cccc([N+](=O)[O-])c1 (stereo not drawn),48%

(continued)
Molecule,RNase H inhibition
CCN(CC)C(=O)c1sc(NC(=O)c2ccc(C(C)(C)C)cc2)c(C(=O)OC(C)C)c1C,11%
COc1ccc(/C=C(\C#N)c2[nH]nc(N)c2C#N)cc1OC,0%
Cc1ccccc1C(=O)Nn1cnnc1,4%
O=C1NC(=O)N(c2ccc(Cl)cc2)C(=O)/C1=C/c1ccc(O)c(I)c1,17%
OC(COc1ccc(Cl)cc1)CSc1nc2ccccc2s1 (stereo not drawn),1%
C=CCc1cccc(C=NN2CCN(C3c4ccccc4-c4ccccc43)CC2)c1O,17%
CCN(CC)CCCCOc1ccc2ccccc2c1,6%
COc1cccc(C(=O)NC(=S)Nc2cc(-c3nc4ccccc4s3)ccc2C)c1,18%
CCOc1ccc2cc(S(=O)(=O)NCc3cccnc3)ccc2c1,29%
COc1cc(/C=C2\C(=O)NC(=O)N(Cc3ccccc3)C2=O)ccc1OCC(N)=O,4%
Cc1ccc(SCC(=O)Nc2ccc(Br)c(C)c2)cc1,16%
Cc1cccc(NCCC(=O)c2ccc([N+](=O)[O-])cc2)c1C,1%
Cc1cccc(NC(=O)/C=C/c2ccccc2Cl)c1C,0%
Cc1ccc(N(CC(=O)NN=C2CCCCCCCCCCC2)S(=O)(=O)c2ccccc2)cc1,14%
O=C1CS/C(=N/S(=O)(=O)c2ccccc2)N1,9%
CCOC(=O)C1=C(C)N=c2s/c(=C\c3cccc(OCc4ccccc4Cl)c3)c(=O)n2C1c1ccc(C)cc1 (stereo not drawn),4%
CC(C)C(NC(=O)c1ccccc1NC(=O)c1ccccc1)C(=O)N1CCCCC1 (stereo not drawn),6%
O=C(CCc1ccccc1O)N/N=C/c1cc([N+](=O)[O-])ccc1N1CCOCC1,0%
Cc1c(-c2cccs2)nc2ccccc2c1C(=O)O,1%
Cc1ccc2c(c1)c1c3n2CCN(C(=O)c2ccccc2Cl)C3CCC1 (stereo not drawn),7%
CCCCOc1ccc(N2C(=O)c3ccc4c5c(ccc(c35)C2=O)CC4)cc1,13%
NC(=O)c1ccccc1NC(=O)Cc1ccc([N+](=O)[O-])cc1,13%
O=C(C1CC2CCC1C2)N1CCN(c2ccc([N+](=O)[O-])cc2)CC1 (stereo not drawn),4%
CCOc1ccc(NC(=O)c2cnn(-c3ccccc3)c2NC(=O)c2ccccc2)cc1,4%
CC1=C(C(=O)OCCc2ccccc2)C(c2ccc(Cl)cc2)NC(=O)N1 (stereo not drawn),31%
CCOc1ccc(NC(=O)c2ccc(S(=O)(=O)N3CCOCC3)cc2)cc1,7%
CCOC(=O)C(CC(C)C)NC(=O)/C(=C\c1ccc(Br)cc1)NC(=O)c1ccccc1 (stereo not drawn),15%
Cc1cccc(NC(=O)C2CC2(c2ccccc2)c2ccccc2)c1C (stereo not drawn),5%
COc1cccc(/C=N/NC(=O)N/N=C/c2cccc(OC)c2O)c1O,15%
CCOC(=O)c1ccc(NC(=S)NC(=O)c2ccccc2C)cc1,0%
CC1=NN(c2ccc(S(N)(=O)=O)cc2)C(=O)/C1=C\c1ccc(-c2ccc(Br)cc2)o1,59%*
COc1ccccc1NC(=O)CN(c1ccc(C)cc1)S(=O)(=O)c1ccc(F)cc1,13%
Cc1ccc(Cc2cnc(NC(=O)C3CCCO3)s2)cc1 (stereo not drawn),4%
O=C(Nc1ccc(I)cc1Cl)c1ccc(-c2ccccc2)cc1,1%
Cn1c(NC(=O)c2ccc3c(c2)OCO3)cc(=O)n(C)c1=O,10%
O=C(Nc1ccc(Cl)cc1)Nc1ccccc1C(=O)O,0%
Cc1ccccc1C=Nc1ccc(Nc2ccccc2)cc1,25%
COc1ccc(/C(O)=C2/C(=O)C(=O)N(CCCCCC(=O)O)C2c2ccc(Cl)cc2)cc1 (stereo not drawn),0%
Cc1ccc(/C(O)=C2\C(=O)C(=O)N(CCCN3CCOCC3)C2c2cccc([N+](=O)[O-])c2)cc1 (stereo not drawn),0%
Cc1ccc(S(=O)(=O)Nc2ccccc2N=Cc2cc(Br)c3ccccc3c2O)cc1,13%
O=C(/C=C/c1ccc(-c2ccccc2)o1)c1ccc(F)cc1,2%
Cc1cc(=O)[nH]c(N/N=C/c2ccccc2Cl)n1,0%
CC(=O)Nc1cc(-c2nc3cc(Cl)cc(Cl)c3o2)ccc1C,8%
Cc1ccc([N+](=O)[O-])c(OCC(=O)Oc2ccccc2)c1,16%
FC(F)(F)c1cccc(N2CCN(C3CCC(c4ccccc4)CC3)CC2)c1 (stereo not drawn),0%
Cc1cc(C)cc(OCCCCCNCCO)c1,0%
CC(=O)N(C(C)=O)c1ccc(Sc2ccc(Oc3ccc(Sc4ccc(N(C(C)=O)C(C)=O)cc4)cc3)cc2)cc1,5%
Cc1cc2nc(-c3ccc(NC(=O)COc4ccc([N+](=O)[O-])cc4)cc3)oc2cc1C,40%
Cc1ccccc1NC(=O)/C(C#N)=C\c1cc(C)n(-c2ccc(C)c([N+](=O)[O-])c2)c1C,6%
CCOc1ccc2nc(NC(=O)c3ccc([N+](=O)[O-])c(C)c3)sc2c1,5%
Cc1c(Cl)cccc1NC(=O)CCCOc1ccccc1,2%
C=CCN1C(=O)/C(=C/c2ccc(-c3ccc(C(=O)O)c(Cl)c3)o2)SC1=S,18%
CCC(=O)Oc1c(-c2ccccc2)c2nc3ccccc3nc2c2ccccc12,7%
O=C(N/N=C\c1cc2c(cc1Cl)OCO2)c1ccc(Br)cc1,9%
CC(C)NC(=O)c1cnn2c(C(F)(F)F)cc(-c3ccc(Br)cc3)nc12,9%
O=C(CN1C(=O)c2ccccc2C1=O)Nc1ccc(Cl)cc1Cl,39%

A run of entries from the list above:
Molecule,RNase H inhibition
CC(=O)N(C(C)=O)c1ccc(Sc2ccc(Oc3ccc(Sc4ccc(N(C(C)=O)C(C)=O)cc4)cc3)cc2)cc1,5%
Cc1cc2nc(-c3ccc(NC(=O)COc4ccc([N+](=O)[O-])cc4)cc3)oc2cc1C,40%
Cc1ccccc1NC(=O)/C(C#N)=C\c1cc(C)n(-c2ccc(C)c([N+](=O)[O-])c2)c1C,6%
CCOc1ccc2nc(NC(=O)c3ccc([N+](=O)[O-])c(C)c3)sc2c1,5%
Cc1c(Cl)cccc1NC(=O)CCCOc1ccccc1,2%
C=CCN1C(=O)/C(=C/c2ccc(-c3ccc(C(=O)O)c(Cl)c3)o2)SC1=S,18%
CCC(=O)Oc1c(-c2ccccc2)c2nc3ccccc3nc2c2ccccc12,7%

More structures:
Molecule,RNase H inhibition
CCCCn1c(=N)n(CC(O)COc2ccccc2)c2ccccc21 (stereo not drawn),2%
CCOC(=O)/C(=C/C=C/N(C1CCCCC1)C1CCCCC1)C(C)=O,9%
O=c1[nH]c2cc([N+](=O)[O-])ccc2nc1/C=C(\O)c1ccc(Cl)cc1,6%
Cc1ccc(Nc2c(Cc3ccccc3)c(C)c(C#N)c3nc4ccccc4n23)cc1,18%
CCOC(=O)C1=C(C)NC(=O)NC1c1cc(I)c(O)c(OCC)c1 (stereo not drawn),17%
O=C(N/C(=C/c1ccc2c(c1)OCO2)C(=O)N1CCOCC1)c1ccco1,0%
CCOC(=O)CSc1nc2ccccc2c(=O)n1C1CCCC1,18%
CC1CCN(C(=O)CCCN2C(=O)c3cccc4cccc(c34)C2=O)CC1,56%*
S=C(Nc1ccc(Cl)cc1Cl)NC1CCCC1,4%
COc1ccc(O)c(/C=N/NS(=O)(=O)c2ccc(C)cc2)c1,0%
CC1=NN(c2ccccc2)C(=O)/C1=C/c1cccc(OC2CSC2)c1,0%

Screening data: PubChem BioAssay, MTDP
